Giardia FBPA inh: blocks Giardia fructose-bisphosphate aldolase activity. A8B2U2. purified Giardia FBPA. Potency, µM (series often up to 59.6 µM), without a hit: top-dose activity, negative = inhibition, hits mostly inhibitors. hit rate 0.71% among 290,000; active = well fitted inhibition curve with a large enough effect; inconclusive = small, poorly fitted or top-dose-only effect, or effect the other way; note: nearly all actives have a fitted effect of over 55% in size
Target sequence (A8B2U2 whole entry, looked up): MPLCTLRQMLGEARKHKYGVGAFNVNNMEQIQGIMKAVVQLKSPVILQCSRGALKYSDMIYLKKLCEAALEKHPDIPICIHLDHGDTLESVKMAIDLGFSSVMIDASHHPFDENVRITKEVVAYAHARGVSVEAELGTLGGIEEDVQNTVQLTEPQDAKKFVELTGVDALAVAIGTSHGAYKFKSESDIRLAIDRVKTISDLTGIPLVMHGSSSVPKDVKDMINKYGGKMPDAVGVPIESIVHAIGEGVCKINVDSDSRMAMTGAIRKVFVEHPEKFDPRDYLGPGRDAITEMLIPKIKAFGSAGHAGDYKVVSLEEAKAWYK
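40 nM FBPA preincubated 10 min at RT with compound (up to 57.5 uM final), then substrate plus GAPDH/TPI/NAD/arsenate coupling and diaphorase/resazurin added. Fluorescence read after 20 min at RT, 525/598 nm.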
An asterisk follows results filed as active; ? = inconclusive; & = joins results of further samples; [ ] = another dose, or the depositor's remark. % is set by controls: 0 for no effect and ±100 for the full control effect; potency is the fitted concentration of half-maximal effect. The list is partial; rates above refer to the full screens.

SMILES	Giardia FBPA inh
O=C(Nc1cc(C(=O)Nc2ccc(S(=O)(=O)O)cc2S(=O)(=O)O)cc(C(=O)Nc2ccc(S(=O)(=O)O)cc2S(=O)(=O)O)c1)Nc1cc(C(=O)Nc2ccc(S(=O)(=O)O)cc2S(=O)(=O)O)cc(C(=O)Nc2ccc(S(=O)(=O)O)cc2S(=O)(=O)O)c1	?
C[N+]1(C)C2CCC1CC(OC(=O)C(O)c1ccccc1)C2 (centres undefined)	3%
CSC(N)=NCCC[C@H](N)C(=O)O	0%
O=c1[nH]c2cc(Cl)c(Cl)cc2[nH]c1=O	0%&-10%
O=C(c1cccc(F)c1)N1CCC[C@@]2(CCN(Cc3nccs3)C2)C1	0%
CC(C)CCCC(C)C1CCC2C3CC(=O)[C@H]4CC(O)CC[C@]4(C)C3CC[C@@]12C (some centres undefined)	13%
O=S(=O)(CCc1ccccc1)c1nnnn1-c1ccc(F)cc1Br	1%
COc1ccc2c(c1)O[C@@H](c1ccc3c(c1)OCO3)[C@H](OC(=O)NS(=O)(=O)c1ccc(F)cc1)C2=O	-1%
COCC(=O)N1CCC2(CC1)CN(c1ccc(-c3ccccc3)cc1)C2	-5%
Nc1nc2[nH]c(=O)[nH]c2c(=O)[nH]1	6%
FC(F)(F)c1ccccc1-c1cncnc1Nc1ccccc1	-8%
COC(=O)CC1C(C)(C)C(O)C2CC3=C4C=C(OC)OC(c5ccoc5)[C@]4(C)CCC3[C@@]1(C)C2=O (some centres undefined)	-1%
CNC(=O)C1(C)C=CCN1C(=O)OC (centres undefined)	4%
COc1ccc2c(c1)O[C@@H](c1ccc3c(c1)OCO3)[C@H](OC(=O)NS(=O)(=O)c1ccc(C)cc1)C2=O	3%
Cc1n[nH]c(=O)[nH]c1=O	0%[21.7 µM]
COC(=O)N1CCC2(CCCN(Cc3nccs3)C2)CC1	0%
CCCC[C@H]1C[C@@H]1[C@@H]1N(P(=O)(c2ccccc2)c2ccccc2)[C@](CO)(c2ccccc2)CC12CC2	-1%
COc1cccc(Cn2c(=O)c(-c3ccc(Cl)cc3)nc3cncnc32)c1	-1%
CS(=O)(=O)N1CCC2(CC1)CN(Cc1ccncc1)C2	3%
COc1ncc2nc(-c3cn(C)c4ccccc34)c(=O)n(C)c2n1	-8%
c1ccc2sc(N3CCN(Cc4ccc5c(c4)OCO5)CC3)nc2c1	0%
CCCCC1=CC2=CC(=O)C(C)(OC(=O)c3ccco3)C(=O)C2=CO1 (centres undefined)	0%
O=C(c1ccncc1)N1CCC2(CC1)CN(Cc1cc(C(F)(F)F)cc(C(F)(F)F)c1)C2	-1%
COC(=O)/C=C\c1cc(O)ccc1O	-19%
Nc1ncnc2c1nc(Br)n2C1O[C@H]2COP(=O)(O)O[C@@H]2C1O (some centres undefined)	-2%
CCCC/C=C/[C@@H](NP(=O)(c1ccccc1)c1ccccc1)c1ccccc1OC	-1%
C=C(C)c1cc2cc(C(C)=O)c(O)cc2o1	0%&-1%
COc1ncc2nc(C)c(=O)n(CCC#N)c2n1	13%
CNC(=O)Oc1cccc2c1OC(C)(C)C2	0%
CC(C)CO/N=C1/C[C@@H](O)[C@@H](O)[C@@H]2[C@@H]3C(=O)N(c4cccc(Oc5ccccc5)c4)C(=O)[C@H]3CC[C@H]12	1%[12.9 µM]
COc1ccc(CNc2ncncc2-c2cccnc2)c(OC)c1	0%
COc1cccc(Cn2c(=O)c(-c3cn(C)c4ccccc34)nc3cnc(N4CCNCC4)nc32)c1	-7%
CNc1ncncc1-c1ccccc1C	1%
CCCCc1nc2c(c3c1C[C@H](C)OC3)CN(C(=O)C1CCCCC1)CC2	6%[12.9 µM]
Cc1ccccc1-c1cncnc1N(C)Cc1ccco1	-8%
CN(C)C(=O)c1ccc(-c2ccc3ncnc(N(C)Cc4ccco4)c3c2)cc1	-4%
CS(=O)(=O)N1CCC2(CC1)CN(c1ccccn1)C2	4%
CNc1nc(-c2ccccc2OC)nc2ccccc12	-4%
CN(Cc1ccco1)c1cc(-c2cccc(C#N)c2)ncn1	-4%
O=c1ccn(C2OC(COP(=O)(O)OP(=O)(O)OP(=O)(O)O)C(O)C2O)c(=O)[nH]1 (centres undefined)	-12%
COc1ccc(Oc2ncc3nc(-c4ccc(Cl)cc4)c(=O)n(C[C@H]4CCCO4)c3n2)cc1	0%
COc1cc(CCN2C(=O)N[C@@H](c3ccccc3)C(C(C)=O)=C2C)cc(OC)c1OC	5%
C[C@@H](c1ccccc1)N1C(=O)[C@H]2[C@H]3[C@H](O)[C@H](O)C/C(=N/NC(=O)OCc4ccccc4)[C@H]3CC[C@@H]2C1=O	4%[12.9 µM]
CN(C)c1ncc2nc(-c3ccc(F)cc3)c(=O)n(C3CC3)c2n1	-2%
COC(C)C(O)(C(=O)OC1=CCN2CC[C@H](O)[C@H]12)C(C)C (some centres undefined)	2%
N#CCCCS(=O)(=O)c1nnnn1-c1ccc(F)cc1Br	0%
CC(=O)N1CCC2(CC1)CN(Cc1ccc(C#N)cc1)C2	1%
CCN(CC)CCCn1c(-c2ccccc2)nc2c(N(CCOC)CCOC)nc(C)nc21	1%
CC(C)C[C@@H](CC(=O)N[C@H](CC(=O)N[C@@H]1CCNC[C@H]1C(=O)N[C@H](CC(=O)N[C@@H](CCC(=O)O)CC(=O)O)CC(C)C)C(C)C)NC(=O)[C@@H]1CNCC[C@H]1N	-25%
CCC1=C2CC[C@H]3C(=O)NC(=O)[C@H]3[C@H]2[C@@]2(C)C(=NCCc3c[nH]c4ccccc34)OC(=O)N2C1=O	0%
O=C(O)COc1cc(Cl)c(Cl)cc1Cl	?
CC(C)c1cccc2cc3c(nc12)-c1cccc(=O)n1C3	-9%
COc1cc(NS(C)(=O)=O)ccc1Cc1c2ccccc2nc2ccccc12	-8%
OCCN1CCN(CC/C=C2\c3ccccc3Sc3ccc(C(F)(F)F)cc32)CC1	-9%[21.7 µM]
CC(=O)O[C@](C)(CCC=C(C)C)C1CC=C(C)CC1 (some centres undefined)	-4%
CC(C)CCCC(C)C1CCC2C3CC(O)[C@@]4(O)CC(O)CC[C@@]4(C)C3CC[C@@]12C (some centres undefined)	-5%
CC(C)=CCC1(CC=C(C)C)C(=O)C(C(=O)c2ccccc2)=C2OC(C)(C)CCC2(CC=C(C)C)C1=O (centres undefined)	0%[12.9 µM]
O=C(c1cccc(F)c1)N1CCC[C@@]2(CCN(C(c3ccccc3)c3ccccc3)C2)C1	-6%
CC/C=C\C[C@H](O)/C=C/C=C\C/C=C\C/C=C\CCCC(=O)O	0%
CCCCC/C=C\C/C=C\C/C=C\C/C=C\CCCC(=O)NC(C)C(=O)O (centres undefined)	0%

Further entries
SMILES	Giardia FBPA inh
Cc1cnc(CNc2ncncc2-c2cccnc2)cn1	-6%
CC1(C)Oc2ccc3ccc(=O)oc3c2CC1=O	-1%
COc1ccc(CCN(C)CCCOc2ccc(S(=O)(=O)c3[nH]c4ccccc4c3C(C)C)cc2)cc1OC	?
CS(=O)(=O)N1CCC2(CC1)CN(Cc1ccc(C#N)cc1)C2	0%
COC(=O)[C@H](COC(C)(C)C)NC(=O)O[C@H]1C(=O)c2cc(OC)ccc2O[C@@H]1c1ccc(OC)c(Br)c1	0%
CCN1C(=O)[C@H]2[C@H]3[C@H](O)[C@H](O)C/C(=N/OC[C@@H]4O[C@H](c5ccccc5)C=C[C@@H]4Oc4ccc(OC)cc4)[C@@H]3CC[C@@H]2C1=O	-7%[12.9 µM]
COC(=O)C1=C(C(=O)OC)[C@@H]2N(C)c3ccccc3[C@@]23C[C@@H](CO)N(C(=O)c2ccco2)C3=N1	5%[12.9 µM]
Cc1noc(C)c1C(=O)N1CCC[C@@]2(CCN(C(=O)NC(C)C)C2)C1	5%
CCCC[C@@H]1C[C@H]1C(NC(=O)c1cccs1)c1ccc(-c2ccccc2)cc1 (some centres undefined)	-1%
CCc1cc2c(nc1CC)CCN(CC/C(C)=N/O[C@@H](C)c1cn([C@@H]3COC[C@@H]3O)nn1)C2	0%[12.9 µM]
COC(=O)C(C(C)=O)C1c2ccccc2C=C(C)N1C(=O)OC (centres undefined)	0%[12.9 µM]
O=C(c1ccncc1)N1CCC[C@@]2(CCN(Cc3cc(C(F)(F)F)cc(C(F)(F)F)c3)C2)C1	-11%
COC(=O)C1=C(C(=O)OC)[C@@H]2N(C)c3ccccc3[C@@]23C[C@@H](C(=O)OC)N(S(=O)(=O)c2ccc(Br)cc2)C3=N1	0%[12.9 µM]
COc1cccc(Cn2c(=O)c(-c3cn(C)c4ccccc34)nc3cncnc32)c1	5%
CC(C)CN1CCC2(CC1)CCN(C(=O)c1cccn1C)CC2	-1%
CC(=O)OC1CC2C(C)(C)C(=O)[C@@H]3OC3[C@@]2(C)C2CC[C@]3(C)C(=CC(=O)OC3c3ccoc3)[C@]12C (some centres undefined)	5%
Cc1nc2cnc(OCc3ccccc3)nc2n(CCc2ccccc2)c1=O	3%
N#Cc1cccc(-c2nc(NCc3cccnc3)c3ccccc3n2)c1	-9%
CC(C)(C)OC(=O)NCCCC1=CC2=CC(=O)C(C)(OC(=O)c3cnc4ccccc4n3)C(=O)C2=CO1 (centres undefined)	-19%
CC1(OC(=O)c2cnc3ccccc3n2)C(=O)C=C2C=C(c3ccc(C#N)cc3)OC=C2C1=O (centres undefined)	-2%&11%
FC(F)(F)c1ccccc1-c1cncnc1NCCN1CCOCC1	5%
CC(C)=CCC/C(C)=C/CO/N=C1/C[C@@H](O)[C@@H](O)[C@@H]2[C@@H]3C(=O)N(c4cccc(Oc5ccccc5)c4)C(=O)[C@H]3CC[C@H]12	-5%[12.9 µM]
CC(=O)Nc1ccc(S(=O)(=O)N2CCc3nc(-c4ccccc4)c4c(c3C2)CO[C@@H](C)C4)cc1	6%[12.9 µM]
CC(=O)OCC1OC(Oc2cc(OC(C)=O)c3c(=O)cc(-c4ccc(OC(C)=O)c(OC(C)=O)c4)oc3c2)C(OC(C)=O)C(OC(C)=O)C1OC(C)=O (centres undefined)	-6%
CO[C@H]1COC(=O)C/C=C\[C@@H](C)[C@H](OC)COC(=O)[C@H]2CCCN2C(=O)C/C=C\[C@@H]1C	0%[12.9 µM]
COC(=O)C1(C)C=CC2(CCCCC2)N1C(C)=O (centres undefined)	1%
C=C(C)C1CC[C@]2(CO)CC[C@@]3(C)[C@H](CCC4[C@@]5(C)CCC(O)C(C)(C)C5CC[C@@]43C)C12 (some centres undefined)	1%
O=c1c(O)c(-c2ccccc2)oc2ccc3occc3c12	6%
C=C[C@H](N)CCC(=O)O	9%
COc1cc(O)ccc1C(C)=O	-2%
COc1ccccc1CNc1ccnc(-c2ccccc2CN(C)C)n1	5%
CC1(C)CO[C@H](CC(=O)O)CN1	8%
Cn1c(=O)c(-c2ccc(F)cc2)nc2cnc(Nc3ccccc3)nc21	0%
CCNc1ncc2nc(-c3ccccc3)c(=O)n(Cc3cccs3)c2n1	0%
CCOC(=O)CNc1oc(-c2ccccc2)nc1-c1ccccc1	0%
COc1ccccc1-c1nc(NCc2cccs2)c2ccccc2n1	-10%
CCC1OCCC=CC1C (centres undefined)	2%[12.9 µM]
COc1ccc2c(c1OC)C(Cc1ccccc1)N1CCc3cc4c(cc3C1=C2)OCO4 (centres undefined)	?
COc1ccc(COC(=O)N/N=C2/C[C@@H](O)[C@@H](O)[C@@H]3[C@@H]4C(=O)N(C[C@@H]5CCCO5)C(=O)[C@H]4CC[C@H]23)cc1	-3%[12.9 µM]
CN(C)C(=O)c1ccc(-c2nccc(-n3ccnc3)n2)cc1	-4%
COc1c2c(cc3occ(-c4ccc5c(c4)OCO5)c(=O)c13)OC(C)(C)C=C2	-1%
Cc1noc(C)c1-c1ccc2ncnc(NCc3ccccc3)c2c1	-15%
CCCCCC1=C2CNC(CC(C)C)(C(=O)OC)C=C2C(C)C1=O (centres undefined)	-25%
CCCCC/C=C\C/C=C\CCCCCCCCCC(=O)NCCO	6%
C/C=C(\C)C(=O)OC1CC(OC(C)=O)[C@@]2(C(=O)OC)COC3C2[C@@]12CO[C@](O)(C(=O)OC)C2[C@](C)(C12OC1(C)C1CC2OC2OC=C[C@]21O)C3O (some centres undefined)	5%
O=C(c1ccncc1)N1CCC2(CCCN(c3ncccn3)C2)CC1	0%

Rewritten comma-delimited: part of the list above
canonical_smiles,Giardia FBPA inh
O=c1c(O)c(-c2ccccc2)oc2ccc3occc3c12,6%
C=C[C@H](N)CCC(=O)O,9%
COc1cc(O)ccc1C(C)=O,-2%
COc1ccccc1CNc1ccnc(-c2ccccc2CN(C)C)n1,5%
CC1(C)CO[C@H](CC(=O)O)CN1,8%
Cn1c(=O)c(-c2ccc(F)cc2)nc2cnc(Nc3ccccc3)nc21,0%
CCNc1ncc2nc(-c3ccccc3)c(=O)n(Cc3cccs3)c2n1,0%
CCOC(=O)CNc1oc(-c2ccccc2)nc1-c1ccccc1,0%
COc1ccccc1-c1nc(NCc2cccs2)c2ccccc2n1,-10%
CCC1OCCC=CC1C (centres undefined),2%[12.9 µM]
COc1ccc2c(c1OC)C(Cc1ccccc1)N1CCc3cc4c(cc3C1=C2)OCO4 (centres undefined),?
COc1ccc(COC(=O)N/N=C2/C[C@@H](O)[C@@H](O)[C@@H]3[C@@H]4C(=O)N(C[C@@H]5CCCO5)C(=O)[C@H]4CC[C@H]23)cc1,-3%[12.9 µM]
CN(C)C(=O)c1ccc(-c2nccc(-n3ccnc3)n2)cc1,-4%
COc1c2c(cc3occ(-c4ccc5c(c4)OCO5)c(=O)c13)OC(C)(C)C=C2,-1%
Cc1noc(C)c1-c1ccc2ncnc(NCc3ccccc3)c2c1,-15%
CCCCCC1=C2CNC(CC(C)C)(C(=O)OC)C=C2C(C)C1=O (centres undefined),-25%
